PHOSPHO1 block: blocks human PHOSPHO1 phosphatase activity | AID 1565 | recombinant PHOSPHO1, absorbance phosphatase assay | Q8TCT1 | actives 1.1% (n = 290,000) | inhibition, % at 13.3 µM; in the data active = inhibition above about 60%
Target sequence (Q8TCT1 whole entry, looked up): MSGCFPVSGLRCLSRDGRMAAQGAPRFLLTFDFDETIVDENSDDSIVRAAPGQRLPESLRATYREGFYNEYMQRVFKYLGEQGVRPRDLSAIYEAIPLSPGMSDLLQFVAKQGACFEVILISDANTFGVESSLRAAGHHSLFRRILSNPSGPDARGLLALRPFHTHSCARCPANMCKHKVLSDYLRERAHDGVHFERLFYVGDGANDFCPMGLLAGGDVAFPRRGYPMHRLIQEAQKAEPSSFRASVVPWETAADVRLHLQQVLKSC
GPR7 antagonist: blocks human GPR7 receptor signaling. inhibition, % at 4.4 µM. GPR7-expressing cells, fluorescence antagonist assay. actives 1.1% (n = 290,000). P48145; in the data active = inhibition above about 16%, passing the limit was not always enough;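 note: cells stimulated with the agonist NPW; 0% = agonist with vehicle and 100% = vehicle without agonist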
Target sequence (P48145 whole entry, looked up): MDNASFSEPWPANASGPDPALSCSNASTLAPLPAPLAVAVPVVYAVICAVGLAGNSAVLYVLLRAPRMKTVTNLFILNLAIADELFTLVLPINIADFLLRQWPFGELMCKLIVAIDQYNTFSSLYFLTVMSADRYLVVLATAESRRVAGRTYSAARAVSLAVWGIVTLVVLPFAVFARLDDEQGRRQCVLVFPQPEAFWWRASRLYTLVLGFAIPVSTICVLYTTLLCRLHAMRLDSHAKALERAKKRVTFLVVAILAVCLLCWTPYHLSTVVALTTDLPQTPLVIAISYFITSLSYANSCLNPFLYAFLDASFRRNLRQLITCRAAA
DNA FID counter: displaces DNA intercalator in HCV helicase counter-screen | DNA fluorescent intercalator displacement, fluorescence | inhibition, % at 7.9 µM | actives 0.17% (n = 290,000); in the data active = inhibition above about 37%;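 note: 0% = vehicle and 100% = reference compound; higher means more ethidium bromide displaced from hairpin DNA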
MEKK2wt PB1 HTS: raises or lowers MEK5 binding to wildtype human MEKK2 PB1 domain; Q9Y2U5; bead flow cytometry, Alexa488-MEK5 binding to MEKK2 WT; actives lie on both sides; binding response (% of control), % at 10 µM; actives 1.1% (n = 290,000); AID 1531; in the data active = binding response below about 67% or above about 130%
MEKK3 PB1 HTS: raises or lowers MEK5 binding to the human MEKK3 PB1 domain; Q99759; bead-based flow cytometry, Alexa488-MEK5 binding to MEKK3; actives lie on both sides; 0 = blocked by unlabeled MEK5, 100 = vehicle; actives 1.4% (n = 290,000); AID 1529; binding response (% of control), % at 10 µM;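 active = binding response more than 3 SD above or below the average of its plate-row segment, actives on both sides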;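 note: Alexa488 bead fluorescence after subtracting the streptavidin-only scavenger bead signal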
NALP1 inh: NALP1 inhibition. inhibition, % at 10 µM. AID 2071. S. cerevisiae NALP1/ASC/caspase-1 growth, X-gal OD620, 72 h. actives 0.61% (n = 280,000); in the data active = inhibition mostly above about 24%, no sharp cut-off; inactive = mostly below about 32%; note: some compounds called inactive have numbers as strong as hits
MEKK2mut PB1 HTS: signal of MEK5 binding to mutant human MEKK2 PB1 domain | percent response, % at 10 µM | bead flow cytometry, Alexa488-MEK5 binding to MEKK2 mutant | actives 0.35% (n = 290,000) | AID 1530; in the data active = percent response above about 24%, passing the limit was not always enough; note: inactives centre near 1; some results filed as inactive read as strong as hits; reference of the scale not given here
M18AAP inhibitor: blocks P. falciparum M18 aspartyl aminopeptidase. recombinant PfM18AAP, H-Glu-NHMec fluorogenic cleavage. inhibition, % at 7.35 µM. actives 1.2% (n = 290,000). AID 1822;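 active = inhibition above the campaign mean inhibition over all tested compounds plus 3 SD, cut at about 28% in these data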;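 note: 0% = plate median of test compound wells and 100% = 2 mM ZnCl2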
OXTR agonist: agonists of human oxytocin receptor | activation, % at 3 µM | P30559 | actives 0.32% (n = 320,000) | CHO-OTR cells, Fluo-8 calcium fluorescence; normalized: DMSO 0%, oxytocin 100%;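 active = activation above the mean of all tested compounds plus 3 SD, cutoff set per screening run, cut at about 20% in these data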;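 note: peak over basal fluorescence ratio from a 100 s FLIPR kinetic read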
Target sequence (P30559 whole entry, looked up): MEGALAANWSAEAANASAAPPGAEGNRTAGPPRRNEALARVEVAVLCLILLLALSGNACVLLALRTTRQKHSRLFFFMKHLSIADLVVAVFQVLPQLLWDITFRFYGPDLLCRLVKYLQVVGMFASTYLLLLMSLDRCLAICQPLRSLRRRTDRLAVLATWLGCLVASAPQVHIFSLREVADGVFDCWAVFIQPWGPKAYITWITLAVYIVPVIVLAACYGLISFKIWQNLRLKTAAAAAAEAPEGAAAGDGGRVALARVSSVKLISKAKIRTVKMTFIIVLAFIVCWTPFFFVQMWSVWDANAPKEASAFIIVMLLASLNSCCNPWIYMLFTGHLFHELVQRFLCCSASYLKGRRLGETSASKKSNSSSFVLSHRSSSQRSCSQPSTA
The depositor's hits bear a star; nt = not tested or not shown.

SMILES | PHOSPHO1 block | GPR7 antagonist | DNA FID counter | MEKK2wt PB1 HTS | MEKK3 PB1 HTS | NALP1 inh | MEKK2mut PB1 HTS | M18AAP inhibitor | OXTR agonist
COc1ccc(S(=O)(=O)CCC(=O)N2c3ccccc3CC2C)cc1 (stereo unspecified) | 7 | -2 | -16 | 114 | 116 | -1 | 11 | -17 | -1.4
CCn1c2ccccc2c2cc(NC(=O)CCCN3C(=O)CCC3=O)ccc21 | -17 | -2 | -21 | 100 | 99 | 7 | 4 | -6 | -0.3
COc1ccccc1N=c1scc(-c2ccc3c(c2)NC(=O)CO3)n1CC1CCCO1 (stereo unspecified) | -51 | -9 | -26 | 102 | 104 | 18 | 1 | -1 | 1.7
CN1CCN(c2ccc(NC(=O)C(C)(c3ccccc3)c3ccccc3)cc2)CC1 | 33 | -3 | 11 | 115 | 110 | 16 | 15 | 2 | 5.6
CCCCNC(=O)c1cc2ccccc2s1 | 8 | -2 | -19 | 97 | 105 | 17 | -1 | 2 | -2.8
Cc1cc(C)cc(NC(=O)CSc2nnnn2-c2cccnc2)c1 | 22 | -7 | -15 | 99 | 102 | 4 | 5 | 2 | -0.1
COc1ccc(C(=O)COC(=O)CCNS(=O)(=O)c2ccccc2)cc1Br | 18 | -11 | -11 | 103 | 97 | 12 | 4 | -10 | 1.9
Cc1ccc(Oc2ccc(C(F)(F)F)cc2[N+](=O)[O-])c([N+](=O)[O-])n1 | 46 | -1 | 4 | 92 | 97 | nt | -1 | -1 | -1.1
O=C(O)/C=C\C(=O)Nc1ccccc1C#Cc1ccc(Br)cc1 | 11 | -5 | 2 | 97 | 102 | 33 | 1 | -5 | -1.7
CC1(C)CC(=O)c2cc(OCC(=O)N3CCCCCC3)ccc2O1 | 16 | 1 | -18 | 104 | 99 | 10 | 7 | 1 | 0.7
COc1ccc(C(=O)c2sc3nc(C)cc(-c4cccs4)c3c2N)cc1OC | -15 | -11 | -7 | 87 | 93 | 21 | 0 | 7 | 7.9
Cc1ccsc1C(=O)c1sccc1C | 28 | -5 | -1 | 94 | 91 | 35 | -2 | -2 | -1.2
O=C(CCCN1C(=O)c2ccccc2C1=O)Nc1c2c(nc3c1CCC3)CCC2 | 44 | -1 | -7 | 98 | 103 | 8 | 2 | -4 | nt
O=C(/C=C/c1ccc([N+](=O)[O-])cc1)N1CCN(S(=O)(=O)c2cccs2)CC1 | -32 | -6 | 4 | 97 | 97 | -15 | -2 | 6 | 0.3
CCc1cc(=O)oc2cc(OCC(=O)N(CC)CC)c(Cl)cc12 | -3 | -15 | -13 | 101 | 100 | 7 | 2 | -2 | -0.1
O=C(Nn1c(-c2ccc(F)cc2)nc2ccccc2c1=O)c1cccnc1 | -10 | -11 | -4 | 94 | 95 | 0 | -3 | -13 | 0.1
O=C(CN1C(=O)C2C3C=CC(C3)C2C1=O)NC1CCCc2ccccc21 (stereo unspecified) | 6 | 30* | -4 | 108 | 105 | 6 | 4 | -10 | -1.7
Cc1nn(C)c(C)c1S(=O)(=O)N(CC(=O)Nc1ccccn1)c1ccc(C(C)C)cc1 | 4 | -2 | -8 | 110 | 109 | 14 | 11 | 4 | -0.3
COc1cc(CO)ccc1Oc1nnnn1-c1ccc(C(N)=O)cc1 | -6 | 2 | -1 | 97 | 98 | 11 | -7 | -14 | 1.0
COC(=O)c1c(NC(=O)Cn2nc(C(F)F)cc2C(F)F)sc(C)c1C | 16 | 2 | -15 | 97 | 94 | 10 | 1 | 2 | -1.1
COc1c(C)cc(C(=O)C2CCCN(C(=O)c3cc4nc(C)cc(C)n4n3)C2)cc1C (stereo unspecified) | 40 | -13 | -12 | 97 | 100 | -9 | -2 | 0 | -1.3
COc1ccc(C(=O)/C=C/c2ccccc2F)c(OC(=O)c2ccc([N+](=O)[O-])cc2)c1 | 50 | 4 | -2 | 99 | 99 | -5 | -2 | -5 | -0.5
C=CCc1ccccc1OCC(=O)NNC(=S)NCc1ccccc1 | -54 | -2 | -27 | 106 | 104 | -3 | 4 | -8 | -0.9
O=C(NC1CCCc2ccccc21)c1cccnc1 (stereo unspecified) | -4 | -1 | -2 | 108 | 102 | -5 | 1 | 1 | -0.5
Cc1oc2c(c1C(=O)Nc1ccc(C(=O)O)cc1)CCCC2 | 5 | -3 | -2 | 96 | 98 | 26 | -1 | -1 | 0.3
Following part.
SMILES | PHOSPHO1 block | GPR7 antagonist | DNA FID counter | MEKK2wt PB1 HTS | MEKK3 PB1 HTS | NALP1 inh | MEKK2mut PB1 HTS | M18AAP inhibitor | OXTR agonist
C=CCn1c(SCC(=O)Nc2nnc(CC)s2)nnc1-c1ccco1 | 15 | 12 | -21 | 100 | 99 | 4 | 0 | -5 | 0.0
C=CCN(c1ccccc1)S(=O)(=O)c1c(C)[nH]c(=O)[nH]c1=O | -1 | 14 | 0 | 88 | 93 | 10 | -8 | 4 | 0.8
O=C(COC(=O)c1ccccc1O)Nc1cccc(S(=O)(=O)NC2=NCCCCC2)c1 | 16 | -10 | -22 | 95 | 90 | 13 | -11 | -3 | 4.2
Cc1ccc(OCc2n[nH]c(=S)n2-c2ccccc2)cc1 | 61* | -3 | -9 | 97 | 100 | -20 | 4 | 7 | 2.8
CCN(Cc1ccccc1)C(=O)c1cc2c(OC)c(OC)c(OC)cc2[nH]1 | 23 | -3 | -33 | 100 | 98 | 26 | 0 | -6 | -1.4
Cc1ccc(S(=O)(=O)Nc2ccc3c4c(cccc24)CC3)c(C)c1 | nt | -2 | -9 | 98 | 101 | nt | -3 | 2 | -0.4
CCOC(=O)NC(=O)c1cn(Nc2ccccc2C(F)(F)F)c(=O)[nH]c1=O | 46 | -5 | 0 | 99 | 92 | nt | -12 | -1 | -0.1
COc1cccc(N/C=C/C(=O)c2ccc(OC)c(OC)c2)c1 | 8 | -16 | -27 | 105 | 107 | 9 | 11 | 6 | -1.2
COc1ccccc1NC(=O)Cn1nnc(-c2ccccc2NC(=O)c2cnccn2)n1 | -6 | -1 | 4 | 82 | 75 | 6 | -4 | -8 | -0.8
O=C(CSc1ncn[nH]1)Nc1nc(-c2ccccc2)cs1 | 23 | 2 | -5 | 103 | 104 | 31 | 2 | 40* | -0.3
COc1ccc(CNS(=O)(=O)c2ccc(F)c(C(=O)Nc3ccccc3OC)c2)cc1 | 2 | -1 | -7 | 72 | 65 | 7 | -12 | -8 | -1.9
Cc1ccc2cc(C(c3nnnn3C(C)(C)C)N3CCCCCC3)c(=O)[nH]c2c1 (stereo unspecified) | 102* | 7 | -2 | 111 | 119 | 13 | 10 | 12 | 0.3
Cc1ccc(C(C(=O)NCc2ccco2)N(C(=O)CNC(=O)c2cccs2)c2c(C)cccc2C)cc1 (stereo unspecified) | 1 | -3 | -4 | 100 | 115 | 14 | 0 | -1 | -1.2
CCC(C)(C)NC(=O)CN(C(=O)c1ccc(N2CCCC2)nc1)c1ccc(F)cc1 | 8 | 15 | -35 | 102 | 105 | 18 | 2 | -3 | -0.9
COc1ccc(NC(=O)C2CC(c3cccc(Br)c3)=NO2)cc1OC (stereo unspecified) | 25 | 4 | -30 | 101 | 102 | 22 | 1 | -2 | 4.0
COc1cccc2cc(C(=O)NCCc3c[nH]c4ccccc34)c(=O)oc12 | 41 | -13 | 1 | 103 | 106 | 3 | 5 | 2 | 4.2
O=C(C(Cc1ccc(Cl)cc1)NS(=O)(=O)c1ccccc1)N1CC[C@@]2(O)CCCC[C@H]2C1 (stereo partly specified) | 33 | 13 | -26 | 101 | 102 | -8 | 5 | -5 | 2.1
O=C(NCc1ccco1)c1cccn2c(=O)c3c4c(sc3nc12)CCCC4 | 32 | -4 | -7 | nt | nt | 12 | nt | 19 | -1.0
Clc1ccc(-c2c(C3=NCCCN3)nnn2-c2ccc(Cl)cc2)cc1 | 25 | 8 | 9 | 110 | 109 | 4 | 14 | -1 | nt
CS(=O)(=O)NCCOc1ccc(S(=O)(=O)N2CCCc3ccccc32)cc1 | 25 | 4 | -13 | 107 | 107 | 22 | 8 | -1 | 3.7
O=C1C2CCCN2C(=S)N1C1CCCCC1 (stereo unspecified) | nt | 1 | -6 | 102 | 104 | 2 | 4 | 6 | -0.5
Cc1cccc(NS(=O)(=O)c2ccc(Cl)cc2)n1 | 31 | -10 | -4 | 99 | 95 | 10 | -1 | -13 | 0.0
O=C(NC(=S)Nc1ccccc1N1CCCCC1)c1ccc(F)cc1 | 28 | -2 | -20 | 111 | 109 | 8 | 8 | 8 | 1.2
Cc1cccc(C)c1NC(=O)NC1(C(=O)N2CCOCC2)CCCCC1 | -10 | -18 | -7 | 94 | 99 | 5 | -12 | 0 | -0.9
COc1cccc(C2CC(c3cccs3)=NN2S(C)(=O)=O)c1OC (stereo unspecified) | 33 | -1 | 0 | 55 | 86 | -5 | -8 | -4 | 2.3

In a second layout: entries from further up.
The line under a structure holds: PHOSPHO1 block | GPR7 antagonist | DNA FID counter | MEKK2wt PB1 HTS | MEKK3 PB1 HTS | NALP1 inh | MEKK2mut PB1 HTS | M18AAP inhibitor | OXTR agonist
CCN(Cc1ccccc1)C(=O)c1cc2c(OC)c(OC)c(OC)cc2[nH]1
 : 23 | -3 | -33 | 100 | 98 | 26 | 0 | -6 | -1.4
C=CCn1c(SCC(=O)Nc2nnc(CC)s2)nnc1-c1ccco1
 : 15 | 12 | -21 | 100 | 99 | 4 | 0 | -5 | 0.0
CCOC(=O)NC(=O)c1cn(Nc2ccccc2C(F)(F)F)c(=O)[nH]c1=O
 : 46 | -5 | 0 | 99 | 92 | nt | -12 | -1 | -0.1
O=C1C2CCCN2C(=S)N1C1CCCCC1 (stereo unspecified)
 : nt | 1 | -6 | 102 | 104 | 2 | 4 | 6 | -0.5

Other records:
SMILES | PHOSPHO1 block | GPR7 antagonist | DNA FID counter | MEKK2wt PB1 HTS | MEKK3 PB1 HTS | NALP1 inh | MEKK2mut PB1 HTS | M18AAP inhibitor | OXTR agonist
CN(C)/C(=N\S(=O)(=O)c1ccc(Cl)cc1)c1ccc(F)cc1 | 39 | -20 | -7 | 110 | 109 | 10 | 9 | -3 | -0.1
Cc1c(C=O)c(=O)n(-c2ccccc2)n1C | -10 | -10 | 0 | 100 | 102 | 3 | -9 | 1 | 0.9
CCCCN(CCCC)c1cc(C)nc(-c2ccccc2O)n1 | 26 | -6 | -4 | 105 | 106 | -17 | -1 | 5 | 0.1
Fc1ccccc1CNC(=S)Nc1cccc(C(F)(F)F)c1 | 18 | 8 | 9 | 99 | 134* | 15 | -1 | 0 | 6.7
COc1ccc(C2=C(C)CC(C)(C)NC2=O)cc1OC | -8 | -12 | -3 | 99 | 100 | 0 | 5 | -10 | -0.5
O=C(O)c1cccc(CN2C(=O)SC(Nc3ccccc3)C2=O)c1 (stereo unspecified) | 5 | 3 | -5 | 94 | 92 | 3 | -1 | -1 | 1.1
Cc1sc2nc(SCc3ccccc3)n(Cc3ccco3)c(=O)c2c1C | 13 | -12 | 0 | 98 | 99 | 17 | 3 | 0 | 0.5
CCCCOc1ccc(C(=O)NNC(=O)C2C3CCC(C3)C2C(=O)O)cc1 (stereo unspecified) | 37 | -2 | -29 | 103 | 100 | 4 | 4 | -5 | -1.3
O=C(Nc1ccc(Br)cc1)Nc1cnccn1 | nt | -14 | -2 | 108 | 104 | 17 | 7 | 0 | nt
CN(C)C(=O)c1cc(C(=O)c2ccccc2Br)c[nH]1 | 20 | 8 | -6 | 104 | 103 | 8 | 5 | -3 | 0.8
CCOc1cc(/C=N/NC(=O)CSc2nncn2C)ccc1OCc1ccccc1 | -2 | 5 | -32 | 98 | 102 | 18 | -2 | 14 | 0.2
Clc1ccc(-c2nc(-c3ccccn3)no2)cc1Cl | 18 | -16 | -3 | 95 | 96 | 32* | 1 | -5 | 1.3
O=C(CCN1CCOCC1)N/N=C/c1cc(Br)cc(Br)c1O | 40 | 2 | 6 | 90 | 97 | 5 | -12 | 10 | 0.6
CC(=O)c1ccc(NC(=O)CCSCCC(=O)Nc2ccc(C(C)=O)cc2)cc1 | 37 | -9 | -9 | 113 | 112 | -4 | 5 | -2 | 4.3
CCN(CC)S(=O)(=O)c1ccc2c(c1)N(CC(=O)Nc1cccnc1Cl)C(=O)CO2 | 6 | 2 | -15 | 97 | 99 | -1 | -3 | -3 | 0.1
